# TDP2 inh: TDP2 (human) inhibition, absorbance primary screen; 370,000 compounds, 0.34% hits; inhibition, % at 12.8 µM; O95551; recombinant TDP2, T5PNP hydrolysis, p-nitrophenol absorbance 415 nm; AID 720702;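 active = inhibition above the mean of all tested compounds plus 3 SD, set per campaign, cut at about 25% in these data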;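 also: 0% = DMSO with enzyme and 100% = buffer with substrate but no TDP2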
# Target sequence (O95551 whole entry, looked up): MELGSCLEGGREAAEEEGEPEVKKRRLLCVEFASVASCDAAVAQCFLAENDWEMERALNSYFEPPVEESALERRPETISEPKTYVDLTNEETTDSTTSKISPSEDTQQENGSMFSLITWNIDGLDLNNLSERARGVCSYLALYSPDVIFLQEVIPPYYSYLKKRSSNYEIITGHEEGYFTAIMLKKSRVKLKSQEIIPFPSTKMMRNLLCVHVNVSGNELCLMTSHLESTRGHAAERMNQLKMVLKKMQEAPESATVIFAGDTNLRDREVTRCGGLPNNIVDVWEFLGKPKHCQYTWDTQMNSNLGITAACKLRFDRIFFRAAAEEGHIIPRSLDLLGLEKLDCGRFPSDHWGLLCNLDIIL
#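 System – recombinant human TDP2 · Amount – 120 nM TDP2 per well · Buffer or medium – Mg2+-containing Tris-HCl buffer, pH 7.5 · Reagent – T5PNP substrate, 5 mM · Dosing – 12.8 µM single point, 1% DMSO · Incubation – 2 h at 37 °C · Measured by – epi absorbance · Read-out basis – percent inhibition · Benchmarks – high control without enzyme, low control DMSO plus TDP2 · Repeats – singlicate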
# PLCg1 inh: PLC-gamma1 (human) inhibition, primary screen | P19174 | purified PLC-gamma1, fluorogenic substrate, fluorescence | inhibition, % at 12.2 µM | 370,000 compounds, 0.84% hits | AID 720700; in the data active = inhibition above about 9.5%
# ASAP1 inh: ASAP1 ArfGAP inhibition | Q9ULH1 | ASAP1-stimulated ARF1 GTP hydrolysis, GDP FP detection | inhibition, % at 16.5 µM | 360,000 compounds, 0.19% hits | AID 624377; in the data active = inhibition above about 25%;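 also: 0% = vehicle with enzyme and substrate and 100% = no enzyme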
# Target sequence (Q9ULH1 325-724 limits assumed): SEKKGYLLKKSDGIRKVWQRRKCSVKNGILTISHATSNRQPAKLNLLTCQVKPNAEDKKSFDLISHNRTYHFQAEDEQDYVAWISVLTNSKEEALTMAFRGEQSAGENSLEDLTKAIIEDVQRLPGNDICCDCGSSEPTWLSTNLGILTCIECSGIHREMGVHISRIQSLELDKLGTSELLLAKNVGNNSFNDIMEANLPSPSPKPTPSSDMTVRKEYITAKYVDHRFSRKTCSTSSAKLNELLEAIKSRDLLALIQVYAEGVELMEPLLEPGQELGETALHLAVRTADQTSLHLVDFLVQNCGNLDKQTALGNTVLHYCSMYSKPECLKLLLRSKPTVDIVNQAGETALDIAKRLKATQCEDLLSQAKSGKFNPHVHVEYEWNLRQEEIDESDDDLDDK
# DDE Tn6 FP inh: disrupts Tn6 cyclic peptide binding to fibrin D-Dimer-E complex. P02675. Fibrin DD(E) TRITC-Tn6 fluorescence polarization displacement. inhibition, % at 8.3 µM. 370,000 compounds, 0.21% hits;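 active = inhibition above a per-campaign cutoff: mean of compounds within control limits plus 3 SD, cut at about 15% in these data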;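 also: 0% = median of all compound wells on the plate and 100% = blocking peptide control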
# LEDGF integ inh: blocks HIV-1 LEDGF/p75-dependent DNA integration; TR-FRET IN-LEDGF/p75 DNA integration, Eu/Cy5; AID 743269; 370,000 compounds, 0.64% hits; inhibition, % at 3.7 µM;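 active = inhibition above the screen-wide mean plus 3 SD, cut at about 13% in these data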;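 also: signal is the Cy5 over europium emission ratio at 671 and 618 nm; 0% = plate median of compound wells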
# ADAM10 inh: ADAM10 inhibition, QFRET primary screen | inhibition, % at 7 µM | AID 720582 | O14672 | 370,000 compounds, 0.62% hits | recombinant ADAM10, EDANS/DABCYL FRET peptide cleavage, 3 h;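 active = inhibition above a per-campaign cutoff equal to the mean of compounds falling between control-based bounds plus 3 SD, cut at about 20% in these data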;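 also: 0% = DMSO wells while the 100% control is not disclosed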
# Tn7 DDE FP: disrupts Tn7 cyclic peptide binding to fibrin D-Dimer-E complex | inhibition, % at 8.3 µM | AID 720508 | 370,000 compounds, 0.13% hits | P02675 | FP displacement of FITC-Tn7 peptide from fibrin DD(E); 0% = median of compound wells per plate;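 active = inhibition above the mean of compounds falling within the control limits plus 3 SD of them, cut at about 14% in these data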;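 also: 0% = plate median of compound wells and 100% = 10 µM Aha-Tn7 peptide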
#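 Assay system: Fibrin-DD(E) protein isolated from polymerized human fibrin clots; read-out basis: percent inhibition; medium: Tris/NaCl/CaCl2 buffer, pH 7.8; signal: FP measurement; incubation: 10 min plus 3 h, room temperature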
# ADAM17 inh: inhibitors of human ADAM17; inhibition, % at 6.95 µM; AID 720648; recombinant ADAM17, EDANS/DABCYL FRET peptide cleavage; 370,000 compounds, 0.83% hits;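 active = inhibition above the mean of compounds lying between control limits plus 3 SD, set per campaign, cut at about 8.5% in these data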;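 also: 0% = DMSO-only wells as the low control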
# proKLK7 act: proKLK7 (human) activation, primary screen; activation, % at 7 µM; 370,000 compounds, 0.9% hits; purified proKLK7, EDANS-DABCYL substrate fluorescence; 100% is mature enzyme control, 0% vehicle; AID 652039;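 active = activation above the mean of all tested compounds plus 3 SD, computed per campaign excluding outliers beyond control limits, cut at about 13% in these data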
# ARFGAP1 inh: inhibitors of rat ARFGAP1. Q62848. Arfgap1-stimulated ARF1 GTP hydrolysis, GDP FP detection. inhibition, % at 16.5 µM. 360,000 compounds, 0.26% hits. AID 651572;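 active = inhibition above a per-plate limit, mean inhibition of low control wells plus 3 SD, cut at about 25% in these data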;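 also: 0% = DMSO wells with enzyme and 100% = wells lacking Arfgap1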
# Target sequence (Q62848 1-136 limits assumed): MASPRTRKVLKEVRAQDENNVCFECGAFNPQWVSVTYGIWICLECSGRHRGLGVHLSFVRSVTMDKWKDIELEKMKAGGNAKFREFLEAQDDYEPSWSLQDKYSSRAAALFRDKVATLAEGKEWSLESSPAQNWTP
#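 Repeats: one replicate per compound; assay system: rat Arfgap1 catalytic domain, aa 1-136; times: enzyme reaction 120 min at 25 °C after 20 min preincubation; detection: FP of antibody-bound GDP Alexa 633 tracer, ex 620/em 688 nm; benchmarks: high control wells lacking Arfgap1, low control full reaction with DMSO; reagent: human ARF1(Δ1-17)-GTP substrate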
# * marks the source's active call; other numbers are inactive results. An unsorted share of the library; about 4.2% have a hit in one of these screens.
cpd	molecule	ASAP1 inh	ADAM17 inh	ADAM10 inh	Tn7 DDE FP	DDE Tn6 FP inh	TDP2 inh	proKLK7 act	LEDGF integ inh	PLCg1 inh	ARFGAP1 inh
1	Cc1csc2nc(CNC(=O)CCC(=O)O)cn12	12	0	-6	-3	3	4	-0.1	2	1	3
2	Cc1ccc(S(=O)(=O)N2CCN(C(=O)COC(=O)CNC(=O)c3ccccc3)CC2)c(C)c1	9	3	-6	6	-1	1	-0.2	0	0	8
3	O=C(O)C1CCC(=O)N(C2CC2)C1c1ccccc1 (configuration not stated)	13	-5	-18	-4	-4	6	0.2	-2	-1	1
4	CCCn1nnnc1NCc1c(Cl)cccc1Cl	-7	-1	0	-3	-2	-5	-0.2	0	1	-5
5	c1ccn(-c2ccc(N3CCOCC3)cc2)c1	7	-2	-8	-2	2	3	-0.3	-1	0	-5
6	CC(=O)c1ccc(NC(=O)c2ccc(-n3cnnn3)cc2)cc1	-10	-5	2	0	-6	9	0.2	3	2	-4
7	CCCNC(=O)C1(C)CCCN(CCOc2ccccc2)C1 (configuration not stated)	-3	-2	-5	5	-1	-19	-0.7	0	0	-8
8	Cc1ccc(N=c2sc(C)c(C)n2C)cc1	6	0	0	6	4	1	-0.1	2	-1	-2
9	COc1ccnc(N=CNOCc2cccc(C(F)(F)F)c2)c1C#N	-16	-4	-7	-6	3	8	0.1	-2	0	-6
10	COc1ccccc1NC(=O)C1CCN(S(C)(=O)=O)CC1	5	0	1	6	3	-1	0.3	0	3	-13
11	CO/N=C/NC(=O)NOCc1c(Cl)cccc1Cl	2	-7	-1	0	-2	14	0.3	-1	2	-7
12	Cc1nc(C(F)(F)F)c(C(=O)N/N=C(\N)c2ccccn2)s1	-6	-7	-1	8	-4	4	-0.2	-11	2	18
13	CCOC(=O)c1sc(N2N=C(C)/C(=C\c3ccc(OCC(=O)OC)cc3)C2=O)nc1C	-1	-1	12	0	1	3	-0.2	2	-8	-5
14	COc1cc(/C=C2\SC(N)=NC2=O)ccc1O	14	-4	-13	-7	-7	-8	3.2	-2	-36	-1
15	O=C(NCCc1ccc(F)cc1)c1ccncc1	-2	-1	-1	3	3	-6	-0.2	2	1	-7
16	Cc1cccc(C(=O)Nc2cc(=O)n(C)c(=O)n2C)c1	0	-4	-7	1	-2	4	-0.2	3	1	-17
17	CC(=O)n1c2ccccc2c2ccccc21	-9	-2	6	14*	9	-2	0.1	-6	-2	-10
18	O=C(CN1C(=O)NC2(CCCCCCC2)C1=O)Nc1ccc(Cl)cc1	1	-2	-7	5	0	-3	0.3	-6	-1	4
19	O=C(N/N=C/C(Cl)=C\c1ccccc1)c1cccs1	10	-1	5	-5	-15	-18	0.3	0	-1	7
20	CCC(C(=O)NC1CCCC1)N(C(=O)Cn1nnc(-c2ccc(C)o2)n1)c1ccc(OC)cc1 (configuration not stated)	8	0	1	-4	5	16	-0.2	1	2	8
21	O=S(=O)(NCCCCCNS(=O)(=O)c1c(F)cccc1F)c1ccc2c(c1)OCCO2	7	-2	-6	5	-4	2	-0.5	-2	2	-4
22	O=C(NN=C(c1ccccc1)c1ccccc1)C(CCl)C1CCCCC1 (configuration not stated)	-12	-6	-12	-1	-5	2	0.1	4	-1	7
23	O=C(Nc1ccc(CN2CCOCC2)cc1)c1ccc(-c2ccc(Br)cc2)o1	15	5	0	3	0	-11	-0.5	-1	-20	19
24	CC1(/[N+]([O-])=C/c2ccccc2F)CCCCC1=O (configuration not stated)	-2	0	0	-6	-4	13	-0.3	-2	3	-1
25	O=C(Nc1ccccc1C(=O)Nc1ccccn1)c1ccccc1F	-2	-2	-4	5	-4	13	0.7	3	0	-1
26	CC1CCCC(NC(=O)c2ccc3c(c2)N(Cc2ccccc2)C(=O)CS3=O)C1C (configuration not stated)	-9	0	-10	2	0	9	0.4	-4	0	-6
27	CCN(CC(=O)Nc1ccc(N2CCOCC2)cc1)CC(=O)NC(C)(C)C	2	-4	-2	2	1	6	-0.3	-2	-2	-6
28	CCN1CCN(CC(=O)Nc2ccc3c(c2)OCO3)C(=O)C1=O	1	-4	-8	0	-4	11	0.3	-3	2	6
29	CCN1CCN(S(=O)(=O)c2ccc(S(=O)(=O)NCC3CCCO3)cc2)CC1 (configuration not stated)	-20	2	0	-1	3	-2	0.8	-1	1	-18
30	O=C(Nc1cccc2nsnc12)c1ccc(-c2cccc(Cl)c2)o1	9	-9	-33	-4	0	8	-1.0	4	-179	3
31	COc1ccc(CCNC(=O)COC(=O)c2cncc(Br)c2)cc1OC	-3	-5	-5	1	-6	11	-0.2	-3	4	-3
32	C[C@@H]1CC[C@]2(C(=O)O[C@@H]3O[C@H](CO)[C@@H](O)[C@H](O)[C@H]3O)CC[C@]3(C)C(=CCC4[C@@]5(C)CC[C@H](O[C@@H]6OC[C@H](O)[C@H](O[C@@H]7O[C@H](CO)[C@@H](O)[C@H](O)[C@H]7O)[C@H]6O)C(C)(C)C5CC[C@]43C)C2[C@]1(C)O (some centres not stated)	4	-5	-1	-7	3	6	0.1	-3	0	10
33	COc1ccc(/C=C/c2cc(O)cc(O[C@@H]3O[C@H](CO)[C@@H](O)[C@H](O)[C@H]3O)c2)cc1O	-1	-46	-172	-6	2	-1	-6.4	0	-214	4
34	O=C(NCC1CCCCC1)c1ccc(Cl)nc1	-2	1	7	2	-4	-17	0.5	2	4	2
35	CN(C)S(=O)(=O)c1ccc(S(=O)(=O)N2CCN(CCC#N)CC2)cc1	-3	-3	-12	5	4	3	-0.3	-2	-1	3
36	Cc1c(C(=O)NCCCN2CCOCC2)oc2ccc(S(=O)(=O)N3CCOCC3)cc12	-3	-1	3	-3	3	2	0.1	4	2	1
37	O=C(Cn1c(=O)oc2cc(S(=O)(=O)N3CCCCC3)ccc21)N1CCCCC1	-7	-5	-5	-2	2	1	0.3	1	3	-6
38	N#Cc1ccc(OCC(=O)N2CCc3ccccc32)cc1	-1	0	-6	2	-4	1	-0.8	1	0	3
39	O=C(CN1CCOCC1)Nc1c(-c2ccccc2)c2cc(Br)ccc2[nH]c1=O	-12	-4	4	5	-4	-1	0.1	5	2	1
40	CCCC(=O)N1CCC1(C)C(=O)NS(=O)(=O)c1cccs1 (configuration not stated)	-7	-4	-17	4	11	7	-0.5	-6	0	12
41	Nc1ccc2ncccc2c1	21	-14	-23	3	-1	13	1.7	-1	-161	-9
42	CCc1nc2ccc(C(=O)NCCCn3ccnc3)cn2c1N(C)C(=O)c1cccc(OC)c1	-6	-7	-19	-2	-3	3	0.3	-1	2	3
43	Cc1cccc(-c2nnc(NC(=O)c3ccc(Cl)cc3)o2)c1	11	-3	-9	-6	-10	-2	-0.2	-2	0	-1
44	COc1cc(/C=C/c2c([N+](=O)[O-])c(=O)n(C)c(=O)n2C)cc(OC)c1OC	-6	-6	-6	-4	-7	9	-0.1	-3	-1	4
45	Cc1cc(Br)ccc1NC(=O)C1CCCO1 (configuration not stated)	0	-2	5	2	0	-4	0.8	1	2	9

# Entries by screen from the entries so far.
# PLCg1 inh, entries 35 to 43 → -1, 2, 3, 0, 2, 0, -161, 2, 0

# (more compounds)
cpd	molecule	ASAP1 inh	ADAM17 inh	ADAM10 inh	Tn7 DDE FP	DDE Tn6 FP inh	TDP2 inh	proKLK7 act	LEDGF integ inh	PLCg1 inh	ARFGAP1 inh
46	CCOc1ccc(C2=Nc3ccc(Br)cc3C(c3ccc(N4CCOCC4)cc3)=NN2)cc1	0	-2	-4	0	2	2	-0.7	3	-34	13
47	C[C@H]1CN([C@@H](C)CO)C(=O)CCCn2cc(nn2)CO[C@@H]1CN(C)S(=O)(=O)c1ccccc1F	13	0	-9	-2	-2	10	0.9	1	3	10
48	O=S(=O)(c1ccc(NC(=S)N2CCCCC2)cc1)N1CCCCC1	-2	6	-6	-1	3	-5	-0.4	-6	1	4
49	Cc1cccnc1C(NC(=O)C1CCN(CCCOc2ccc(F)cc2)CC1)c1ccccc1 (configuration not stated)	-2	-3	-6	0	3	-9	-0.3	-1	0	-4
50	CCC(C)N1C(=O)C2C(C(=O)Nc3cccc(OC)c3)C3C=CC2(O3)C1C(=O)NC1CCCCC1C (configuration not stated)	-16	0	-7	-1	-11	-4	0.4	3	4	14
51	CC(=O)Nc1ccc(SCC(=O)N(CCC#N)c2ccc(C)cc2)cc1	19	-7	-3	-1	-1	-16	0.0	-2	1	17
52	CC(C)CC(NC(=O)c1ccccc1NC(=O)c1ccccc1)C(=O)O (configuration not stated)	-6	-2	0	-6	-1	13	-0.3	0	1	1
53	COc1cc(C2Nc3ccccc3C(=O)N2c2ccccc2)c(Br)cc1OCC(=O)O (configuration not stated)	13	-108	-388	-4	7	-17	6.8	1	-170	7
54	CCCN1CCN(CCCNC(=O)C(CC)n2nc(C)c3sc4ccccc4c3c2=O)CC1 (configuration not stated)	-6	-9	-20	-6	10	23	0.1	-1	1	-3
55	Cc1ccnc(NC(=O)COC(=O)c2ccc(F)cc2F)n1	11	-11	-10	-6	-8	0	-0.2	6	-6	5
56	COc1cc(C(=O)N2C[C@H]3CC[C@H]2C3)ccc1OC1CCN(C(C)=O)CC1	-15	0	4	4	-3	7	0.2	-1	0	-4
57	Cc1ccc(-c2noc(C3CCCN(C(=O)c4cccc([N+](=O)[O-])c4)C3)n2)o1 (configuration not stated)	8	1	14	-7	-2	-7	-0.3	-1	4	2
58	CCCOc1ccc(N2C(=O)CC(N(CCc3ccc(S(N)(=O)=O)cc3)C(C)=O)C2=O)cc1 (configuration not stated)	-7	2	7	-4	8	-18	0.4	2	5	-13
59	C/C(CS(=O)(=O)c1ccccc1)=N\O	-14	-2	4	7	7	7	0.0	-3	-1	3
60	C=CCN1C(=O)/C(=C2/Sc3ccccc3N2C)SC1=Nc1ccccc1C	9	-1	-5	3	-5	-15	-0.4	-9	2	20
61	COc1ccc(NC(=O)CN(C)C(=O)c2ccc3ccccc3c2)cc1	-6	0	-5	-6	-5	-7	0.8	2	2	2

# Entries of single compounds as entered above.
# `C[C@H]1CN([C@@H](C)CO)C(=O)CCCn2cc(nn2)CO[C@@H]1CN(C)S(=O)(=O)c1ccccc1F` as listed: ASAP1 inh: 13; ADAM17 inh: 0; ADAM10 inh: -9; Tn7 DDE FP: -2; DDE Tn6 FP inh: -2; TDP2 inh: 10; proKLK7 act: 0.9; LEDGF integ inh: 1; PLCg1 inh: 3; ARFGAP1 inh: 10
# `COc1cc(C2Nc3ccccc3C(=O)N2c2ccccc2)c(Br)cc1OCC(=O)O` (configuration not stated) as listed: ASAP1 inh: 13; ADAM17 inh: -108; ADAM10 inh: -388; Tn7 DDE FP: -4; DDE Tn6 FP inh: 7; TDP2 inh: -17; proKLK7 act: 6.8; LEDGF integ inh: 1; PLCg1 inh: -170; ARFGAP1 inh: 7
